Screening data (PubChem)
RAD52 anneal inh: blocks human RAD52 DNA annealing. P43351. recombinant RAD52 DNA annealing, FRET fluorescence. inhibition, % at 18.7 µM. 360,000 compounds, 0.46% hits. AID 651710;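 active = every replicate showing at least 50% inhibition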
RAD54 inh: blocks human RAD54 Holliday junction branch migration. FAM/BHQ fluorescence. Q92698. inhibition, % at 10.4 µM. 360,000 compounds, 0.14% hits;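 active = mean normalized replicate activity at least 40 and at least half of replicates scoring 40 or more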;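 also: 0% = median of neutral control wells and 100% = median of positive control wells; inhibitors cause a drop in the FAM fluorescence signal; in these data hits start at about 50%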
Target sequence (Q92698 whole entry, looked up): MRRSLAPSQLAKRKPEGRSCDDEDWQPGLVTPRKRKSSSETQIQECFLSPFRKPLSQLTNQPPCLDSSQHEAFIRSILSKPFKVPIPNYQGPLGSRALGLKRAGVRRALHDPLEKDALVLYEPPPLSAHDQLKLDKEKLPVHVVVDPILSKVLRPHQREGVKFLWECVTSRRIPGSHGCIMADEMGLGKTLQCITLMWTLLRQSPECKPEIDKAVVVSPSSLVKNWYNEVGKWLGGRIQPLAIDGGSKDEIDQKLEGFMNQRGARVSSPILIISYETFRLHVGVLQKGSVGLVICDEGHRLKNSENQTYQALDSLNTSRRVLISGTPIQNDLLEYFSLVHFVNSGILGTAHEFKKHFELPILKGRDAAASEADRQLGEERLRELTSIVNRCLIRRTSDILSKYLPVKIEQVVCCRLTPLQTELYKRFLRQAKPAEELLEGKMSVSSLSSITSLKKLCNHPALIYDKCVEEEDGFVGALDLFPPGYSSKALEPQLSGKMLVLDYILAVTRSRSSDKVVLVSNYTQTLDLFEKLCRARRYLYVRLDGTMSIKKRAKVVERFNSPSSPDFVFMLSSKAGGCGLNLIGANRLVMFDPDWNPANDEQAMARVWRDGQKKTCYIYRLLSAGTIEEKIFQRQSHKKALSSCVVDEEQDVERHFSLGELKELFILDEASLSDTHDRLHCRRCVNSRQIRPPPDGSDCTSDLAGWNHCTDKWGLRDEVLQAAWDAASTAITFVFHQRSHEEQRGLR
S100A4 MyoIIA: blocks human S100A4 binding to myosin IIA peptide. P26447. S100A4/TAMRA-MyoIIA peptide fluorescence polarization. inhibition, % at 10.7 µM. 360,000 compounds, 0.14% hits. AID 652163;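 active = mean inhibition of at least 70% across replicates, with every replicate also reaching that level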
Target sequence (P26447 whole entry, looked up): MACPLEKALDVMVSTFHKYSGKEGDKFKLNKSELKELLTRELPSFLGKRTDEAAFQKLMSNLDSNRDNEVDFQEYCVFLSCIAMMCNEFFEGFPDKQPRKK
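Material: human S100A4 monomer with TAMRA-labelled myosin IIA peptide; buffer or medium: HEPES pH 7.2 with CaCl2, KCl, NaCl, DTT, Triton; compound dosing: one concentration per compound; schedule: 5 min incubation before reading; benchmarks: neutral control DMSO, positive control TFP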
Xi reactivation: activators of X-chromosome reactivation in mouse fibroblasts. 360,000 compounds, 0.055% hits. activation, % at 7.58 µM. AID 743238. XiGFP mouse fibroblasts, % GFP-positive cells imaging, 3 d; cells co-treated with 5-aza-dC sensitizer; scaled so ellipticine positive control = 100%;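 active = mean normalized replicate activation at least 10% and every replicate at or above 10%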;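 also: 0% = median of on-plate neutral control wells and 100% = ellipticine 6 µM median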
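Material: XiGFP fibroblasts, SV40-immortalized; Buffer or medium: DMEM containing 5-aza-dC; Compound dosing: single point; Times: 3 days compound exposure.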
ERp5 inh: ERp5 (human) disulfide isomerase inhibition | Q15084 | ERp5 insulin aggregation, absorbance 650 nm, 90 min | inhibition, % at 9.99 µM | 350,000 compounds, 0.05% hits;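 active = mean replicate inhibition above about 25%, with every replicate also reaching it, limit read from the data, passing the limit was not always enough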
esBAF inh: inhibitors of esBAF chromatin remodeling in mouse ES cells; Bmi1-luciferase knock-in reporter, 24 h; 100% = twice the neutral-well signal; reporter increase, % at 12.5 µM; 350,000 compounds, 2% hits; in the data active = activation above about 40%;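 also: 0% = median of the plate's neutral control wells and 100% = double that signal; a rise in the Bmi1 reporter signal indicates esBAF inhibition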
ERAP1 HTS inh: ERAP1 (human) enzyme inhibition; recombinant ERAP1, Leu-AMC fluorescence, 60 min; 340,000 compounds, 0.15% hits; inhibition, % at 10.7 µM; Q9NZ08;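 active = mean replicate inhibition of at least 30%, or all replicates individually reaching that 30% level; inactive = mean below 30% and not every replicate reaching it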;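 also: 0% = neutral control wells and 100% = L-leucinethiol positive control wells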
E-sel inducer: induces E-selectin expression in human endothelial cells; P16581; HUVEC E-selectin immunofluorescence imaging; normalized: neutral wells 0, TNF-alpha wells 100; activation, % at 7.58 µM; 260,000 compounds, 0.37% hits;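 active = mean E-selectin-positive cell signal at least 10% of the positive control, reached in at least 60% of replicates, without over 20% cell loss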;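 also: in these data hits start at about 27%; measured in HUVEC primary endothelial cells; signal is the percent of cells scored E-selectin positive by PE staining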
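material = human umbilical vein endothelial cells (HUVEC), E-selectin induction | quantity = 3,000 cells/well | medium = EGM-2 growth medium on 0.1% gelatin-coated wells | technique = immunofluorescence imaging | read-out basis = % PE-positive cells | control set = TNF-alpha positive control, DMSO neutral control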
The depositor's hits bear a star; · = no result given.

SMILES	RAD52 anneal inh	RAD54 inh	S100A4 MyoIIA	Xi reactivation	ERp5 inh	esBAF inh	ERAP1 HTS inh	E-sel inducer
Cc1cccc2cc(C(c3nnnn3Cc3ccccc3)N3CCCc4ccccc43)c(=O)[nH]c12 (configuration not stated)	-32	3	-5	·	5	7	-5	·
O=C1CN(C(=O)CNC(=O)c2ccc(Cl)cc2Cl)CCN1	-7	-7	7	0.3	3	0	-3	-0.1
Cn1c(=O)c2nc(Cl)c(-c3ccccc3)nc2n(C)c1=O	-7	·	0	-0.1	3	·	4	·
NC(=O)[C@@H]1[C@H]2C(=O)O[C@H](c3ccccc3)[C@H](c3ccccc3)N2[C@H](c2ccc(O)cc2)[C@@]12C(=O)Nc1ccccc12	-1	-14	50	·	-6	·	-1	·
CN1c2ccc(-c3ccccc3)cc2[C@@H]2[C@@H](CCN2C(=O)Cc2ccccc2)[C@@H]1CO	10	-2	6	-0.1	0	0	0	-0.6
C/C=C/c1cnc2c(c1)C(=O)N([C@@H](C)CO)C[C@@H](C)[C@@H](CN(C)S(=O)(=O)c1ccc(C)cc1)O2	-7	-6	0	-0.9	-4	1	2	0.5
CC1CC(C)CN(S(=O)(=O)c2ccc(F)c(C(=O)Nc3ccc(Cl)cc3F)c2)C1 (configuration not stated)	-11	·	-2	·	2	·	16	·
CCn1c(=O)n(CC)c2cc(NC(=O)C(C)c3ccccc3)c(Br)cc21 (configuration not stated)	-2	-10	11	0.0	-3	-8	6	·
Cc1ccccc1C(=O)N[C@H](C(=O)Nc1ccc(Cl)c(Cl)c1)C(C)C	-15	-1	-8	0.0	1	·	4	·
CCc1ccc(/C(C)=N/NC(=O)c2ccc(-n3cnnn3)cc2)cc1	-10	-5	-3	0.1	-19	-6	-3	·
CN1CCC(NC(=O)c2cccs2)CC1	-14	-9	0	0.0	12	-11	1	·
COc1ccc(S(=O)(=O)NCC2CCCO2)cc1C(=O)O (configuration not stated)	-12	-8	0	0.2	-3	-9	3	·

Copied from the list.
RAD52 anneal inh, COc1ccc(S(=O)(=O)NCC2CCCO2)cc1C(=O)O (configuration not stated) reads -12
ERAP1 HTS inh, Cc1ccccc1C(=O)N[C@H](C(=O)Nc1ccc(Cl)c(Cl)c1)C(C)C reads 4
RAD54 inh, CCn1c(=O)n(CC)c2cc(NC(=O)C(C)c3ccccc3)c(Br)cc21 (configuration not stated) reads -10
S100A4 MyoIIA, CCc1ccc(/C(C)=N/NC(=O)c2ccc(-n3cnnn3)cc2)cc1 reads -3

(next part)
SMILES	RAD52 anneal inh	RAD54 inh	S100A4 MyoIIA	Xi reactivation	ERp5 inh	esBAF inh	ERAP1 HTS inh	E-sel inducer
COc1cccc(CC(=O)OC(C)C(=O)Nc2ccc(N3CCOCC3)cc2)c1 (configuration not stated)	7	-12	-1	0.0	-3	7	0	-1.4
C[C@H](CO)N1C[C@H](C)[C@H](CN(C)S(=O)(=O)c2ccc(Cl)cc2)OCCCC[C@H](C)Oc2ccc(NC(=O)Nc3cccc4ccccc34)cc2C1=O	5	8	-13	0.4	4	5	-1	1.3
C[C@@H]1CCCCO[C@H](CN(C)S(=O)(=O)c2ccccc2)[C@H](C)CN([C@@H](C)CO)C(=O)c2cc(NS(C)(=O)=O)ccc2O1	-17	-10	-8	-0.1	-5	2	3	-0.3
NC1(C(=O)O)CCCCC1c1ccccc1 (configuration not stated)	-6	-14	-2	0.2	10	-2	-1	-0.1
C[C@H](CO)N1C[C@H](C)[C@H](CN(C)S(=O)(=O)c2ccccc2)OCCCC[C@H](C)Oc2ccc(NC(=O)CCCN(C)C)cc2C1=O	31	16	0	3.1	1	3	-2	0.0
C[C@@H]1CN([C@@H](C)CO)C(=O)Cc2cc(NS(C)(=O)=O)ccc2O[C@@H]1CN(C)Cc1ccc(Cl)c(Cl)c1	15	-1	11	0.3	-6	3	2	-0.7
CCCCN(CC)CCNC(=O)c1cc2c(=O)[nH]c3ccccc3c2n1C	18	·	7	0.2	2	·	-1	·
O=C(N[C@@H]1CC[C@@H](CCn2cc(-c3ccccn3)nn2)O[C@H]1CO)c1ccccc1	-4	-16	4	-0.2	-4	2	0	-0.6
CN(Cc1ccccc1)C(=O)c1cc(=O)[nH]c2ccccc12	-9	-10	-4	0.0	4	-8	3	·
Cc1ccc(NC(=O)c2scc3c2CCCC3)cc1	-10	·	4	0.4	7	·	0	·
COc1ccc(NC(=O)N[C@H]2CC[C@@H](CC(=O)NC3CCC3)O[C@H]2CO)cc1	2	-2	65	0.0	3	1	0	0.4
Fc1ccc(-c2nc3ccc(Br)cn3c2Cc2cccc(Cl)c2)cc1	-106	-8	-11	0.0	6	0	4	·
Cc1ccccc1-c1nc2ccccc2o1	-4	4	3	·	-8	37	9	·
Cc1ccc(S(=O)(=O)N2CCC(C(=O)OC(C)C(=O)N(C)c3ccccc3)CC2)cc1C (configuration not stated)	5	10	1	0.0	3	-4	-1	-0.8
COc1cc(C(=O)N2CCC(NC(=O)C(Cc3ccc(C)cc3)NC(C)=O)CC2)cc(OC)c1OC (configuration not stated)	-13	·	3	·	2	-2	-2	·
O=C(C=Cc1cccc(Cl)c1)c1ccccc1	-4	1	-3	0.1	-2	19	2	0.8
CN(Cc1ccccc1)C(=O)c1cccc(NC(=O)Cc2cccc(NC(=O)C3CCN(C(=O)C4CC4)CC3)c2)c1	-6	2	1	0.0	5	-1	3	·
CN1OC[C@@H]2CN(Cc3ccc(Cl)cc3)[C@H](c3ccc(N4CCCCC4)cc3)C[C@@H]21	-73	-5	21	-0.1	-2	-14	·	-5.1
C[C@H](CO)N1C[C@H](C)[C@H](CN(C)S(=O)(=O)c2ccc(Cl)cc2)OCCCC[C@H](C)Oc2ccc(NS(=O)(=O)c3cn(C)cn3)cc2C1=O	22	-5	-8	-1.0	2	7	-1	-0.1
CCOc1ccc(Nc2nc(-c3cccnc3)cs2)cc1	-11	5	-3	0.0	1	50*	-1	·
CCOc1ccccc1N1CCN(CC(=O)N(CC(C)C)c2c(N)n(CC(C)C)c(=O)[nH]c2=O)CC1	-27	·	1	0.0	2	·	-3	4.3
CCN(CC)CCNC(=O)c1cn(CC)c2ccc(S(=O)(=O)N3CCOCC3)cc2c1=O	-10	-8	-4	0.0	-4	4	1	·
O=C(Nc1ccc(F)cc1)C1CCN(S(=O)(=O)c2cccc3nonc23)CC1	-14	-5	-4	-0.1	5	3	-1	·
Cn1ncc(Cl)c1C(=O)NCc1ccc2c(c1)OCO2	-17	11	-3	-0.1	1	-4	3	1.4

Ordered by molar mass (falling): some entries from above.
SMILES	RAD52 anneal inh	RAD54 inh	S100A4 MyoIIA	Xi reactivation	ERp5 inh	esBAF inh	ERAP1 HTS inh	E-sel inducer
CCOc1ccccc1N1CCN(CC(=O)N(CC(C)C)c2c(N)n(CC(C)C)c(=O)[nH]c2=O)CC1	-27	·	1	0.0	2	·	-3	4.3
O=C(Nc1ccc(F)cc1)C1CCN(S(=O)(=O)c2cccc3nonc23)CC1	-14	-5	-4	-0.1	5	3	-1	·
Cc1ccccc1-c1nc2ccccc2o1	-4	4	3	·	-8	37	9	·

(further entries)
SMILES	RAD52 anneal inh	RAD54 inh	S100A4 MyoIIA	Xi reactivation	ERp5 inh	esBAF inh	ERAP1 HTS inh	E-sel inducer
C[C@@H]1CN([C@@H](C)CO)C(=O)c2cc(NS(=O)(=O)c3cn(C)cn3)ccc2O[C@@H](C)CCCCO[C@@H]1CN(C)Cc1ccc(C(=O)O)cc1	·	1	·	0.0	·	-4	·	-0.1
CCOc1ccccc1NC1c2ccccc2C(=O)N1c1ccc(C)cn1 (configuration not stated)	-10	-8	14	0.0	0	1	1	-0.1
O=c1cc(O)c2sc3nc(C(F)(F)F)c4c(c3c2[nH]1)CCCCC4	-10	-4	-2	0.0	0	-2	-2	·
O=[N+]([O-])c1ccc(C2=Nc3cc(Cl)ccc3OC2)cc1	4	·	-3	0.0	-1	·	0	0.6
COc1ccc(S(=O)(=O)N2CCOCC2)cc1NC(=O)CNC(=O)c1cccs1	-13	-2	-5	0.0	-6	-5	1	-0.4
C[C@@H]1CN([C@H](C)CO)C(=O)CCCn2nncc2CO[C@@H]1CN(C)Cc1cccc(C(=O)O)c1	-2	2	7	-0.4	1	2	2	0.0
COc1ccccc1N(CC(=O)N1CCCCC1C)S(=O)(=O)c1ccc(Cl)cc1 (configuration not stated)	-7	-12	-4	0.0	2	-2	-7	0.0
C[C@@H]1CCCCO[C@@H](CN(C)S(=O)(=O)c2ccc(Cl)cc2)[C@@H](C)CN([C@@H](C)CO)C(=O)c2cc(NS(=O)(=O)c3ccc(F)cc3)ccc2O1	-18	-2	-6	0.3	-2	8	5	·
COc1ccc(CN(C)C[C@H]2Oc3ccc(NS(=O)(=O)c4cccs4)cc3CC(=O)N([C@H](C)CO)C[C@@H]2C)cc1	8	·	5	-0.8	0	·	2	·
C[C@@H]1CN([C@H](C)CO)S(=O)(=O)c2ccc(C#CCC3CCCC3)cc2O[C@H]1CN(C)C(=O)c1cnccn1	8	4	0	0.0	1	4	0	0.0
Cc1ccc(C2(C)NC(=O)N(CC(=O)Nc3cc(S(=O)(=O)N(C)C)ccc3C)C2=O)cc1 (configuration not stated)	-1	2	0	0.1	2	-5	-2	0.1
COc1ccc(C(=O)Nc2cccc(-c3ccc(N4CCOCC4)nn3)c2)cc1OC	7	9	2	0.0	2	19	-1	0.1
CC(C)NC(=O)N(C)C[C@H]1OCCCC[C@H](C)Oc2ccc(NC(=O)Nc3ccc(F)cc3)cc2C(=O)N([C@H](C)CO)C[C@@H]1C	-13	0	-18	0.0	3	-7	0	-0.1
CCC(C)NC(=O)CSc1ccc(S(=O)(=O)N(C)C2CCCCC2)cn1 (configuration not stated)	-11	-4	-2	0.1	·	3	0	-1.4
CCc1nc2ccc(C(=O)Nc3ccc(OC)c(OC)c3)cn2c1N(C)Cc1cccs1	-38	-22	-2	-0.1	7	2	-1	0.5
CC(C)C#Cc1cnc2c(c1)C(=O)N([C@H](C)CO)C[C@@H](C)[C@@H](CN(C)C(=O)Nc1ccccc1)O2	7	14	-6	-1.3	1	4	2	-0.3
C[C@@H]1CN([C@@H](C)CO)C(=O)Cc2cc(NS(=O)(=O)c3ccccc3)ccc2O[C@@H]1CN(C)S(=O)(=O)c1ccc(Cl)cc1	·	16	·	0.1	·	3	·	0.5
CCOc1cc(N)c(Cl)cc1C(=O)NCC1CN(Cc2ccc(F)cc2)CCO1 (configuration not stated)	-5	0	0	0.0	-3	10	-1	0.5
Cc1ccc(-c2c[n+](CC(=O)Nc3ccc(C)cc3C)c3n2CCC3)cc1	-11	-2	-4	0.1	4	6	0	0.2
Cc1ccc(S(=O)(=O)N2CCN(C(=O)COC(=O)CNC(=O)c3ccc(C(C)(C)C)cc3)CC2)c(C)c1	-6	-7	-1	0.4	2	17	-3	1.0
Cc1ccc(S(=O)(=O)N(C)C[C@@H]2Oc3ccc(NC(=O)Nc4cccc5ccccc45)cc3CC(=O)N([C@@H](C)CO)C[C@H]2C)cc1	38	0	1	0.0	-4	2	0	0.1
CC(=O)N1N=C(c2cccc([N+](=O)[O-])c2)OC1(C)CC(=O)Nc1ccccc1 (configuration not stated)	-5	2	1	0.2	-4	·	-1	0.0
COc1cc(CO)c(Br)cc1OCC(=O)Nc1ccccc1C	3	·	-3	0.0	0	·	4	·
COCCN(C(=O)COC(=O)/C=C/c1ccc(C)o1)c1c(N)n(Cc2ccccc2)c(=O)[nH]c1=O	-14	11	0	0.1	1	14	4	-0.1
